# CHRM1 agonist: human M1 muscarinic receptor agonists, primary screen, Fluo-8 calcium fluorescence, CHO-K1 cells, HTS; Muscarinic acetylcholine receptor M1 (Homo sapiens), P11229; CHO-K1 hM1, agonist mode; 0% DMSO, 100% acetylcholine EC100; activation, % at 3 µM; 360,000 tested, 0.33% active; AID 588814, 2011;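 active = activation above the run's mean compound activation plus 3 SD, cut at about 16% in these data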;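 note: peak over basal fluorescence ratio within a 140 s kinetic read after compound addition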
# CHRM1 antagonist: human M1 muscarinic receptor antagonists, primary screen, CHO-K1 cells, Fluo-8 calcium fluorescence, 1536-well; CHO-K1 hM1, ACh EC80 antagonist; AID 588852, 2011; Muscarinic acetylcholine receptor M1 (Homo sapiens), P11229; inhibition, % at 3 µM; 360,000 tested, 1.3% active;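 active = percent inhibition above its own plate's cutoff, namely the mean of that plate's compound wells plus 3 SD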;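 note: peak over basal fluorescence ratio during 140 s after agonist addition; 0% = ACh EC80 plus DMSO and 100% = DMSO alone without agonist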
# TAAR1 agonist: human TAAR1 agonists, primary screen, Fluo-8 calcium fluorescence, CHO RD-HGA16 cells; AID 624467, 2012; Trace amine-associated receptor 1 (Homo sapiens), Q96RJ0; 360,000 tested, 0.99% active; vehicle wells 0%, saturating PEA agonist 100%; activation, % at 3 µM;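 active = activation above the mean activation of all test compounds in the run plus 3 SD, cut at about 38% in these data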
# Target sequence (Q96RJ0 whole entry, looked up): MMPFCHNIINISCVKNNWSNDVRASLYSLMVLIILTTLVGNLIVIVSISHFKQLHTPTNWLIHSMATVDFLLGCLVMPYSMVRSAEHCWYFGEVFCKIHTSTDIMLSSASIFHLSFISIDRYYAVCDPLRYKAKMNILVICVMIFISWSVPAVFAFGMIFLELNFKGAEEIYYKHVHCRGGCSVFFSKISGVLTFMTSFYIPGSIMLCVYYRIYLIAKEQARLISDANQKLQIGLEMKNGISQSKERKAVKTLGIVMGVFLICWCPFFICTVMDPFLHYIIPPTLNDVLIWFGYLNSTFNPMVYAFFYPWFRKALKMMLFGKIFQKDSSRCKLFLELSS
#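 Repeats: no replicates (n 1) | Material: CHO-derived RD-HGA16 cells with stable Gα16 and human TAAR1 | Technique: Kinetic Fluo-8 calcium fluorescence | Schedule: 17-24 h seeding, 75 min 37 °C dye, 30 min RT | Evaluation: % activation from peak over basal fluorescence ratio, DMSO-to-PEA scaled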
# CHO parental Ca: ATP-evoked calcium signal inhibitors, parental CHO, primary screen, counter-screen for OX1R antagonist project, cell-based, fluorescence, Fluo-8 calcium dye; parental CHO-K1, ATP-induced calcium, Fluo-8 fluorescence; inhibition, % at 5.6 µM; 330,000 tested, 0.63% active;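 active = inhibition above that plate's mean sample inhibition plus 3 SD, cut at about 26% in these data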;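 note: 0% = ATP-challenged DMSO wells and 100% = DMSO wells without ATP; some compounds past the cut are filed as inactive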
#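 Material: Parental CHO cells | Reagent: ATP | Compound dosing: Single nominal dose of 5.6 µM per compound | Detection: Intracellular calcium via Fluo-8 no-wash fluorescent dye | Read-out: % inhibition of ATP-induced calcium mobilization | Benchmarks: Low control ATP plus DMSO, high control DMSO only | Replicates: Singlicate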
# OXTR agonist: human OXTR agonists, primary screen, fluorescence, CHO-OTR cells, Fluo-8 calcium; Fluo-8 calcium fluorescence; normalized: DMSO 0%, oxytocin 100%; activation, % at 3 µM; 320,000 tested, 0.32% active; AID 2435, 2010;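 active = activation above the mean of all tested compounds plus 3 SD, cutoff set per screening run, cut at about 20% in these data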;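 note: peak over basal fluorescence ratio from a 100 s FLIPR kinetic read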
# OXTR potentiate: human OXTR potentiators, primary screen, fluorescence, CHO-OTR cells, Fluo-8 calcium; Oxytocin receptor (Homo sapiens), P30559; Fluo-8 calcium fluorescence, potentiator mode; 0% = oxytocin EC15, 100% = EC100; activation, % at 3 µM; 320,000 tested, 0.061% active;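 active = activation above that plate's cutoff, the mean activation of tested compounds plus 3 SD, cut at about 6.6% in these data, passing the limit was not always enough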;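 note: 100% uses oxytocin at 75 nM as the full agonist control; some results filed as inactive read as strong as hits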
#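 System: human OTR in CHO cells / Also added: sub-maximal oxytocin, roughly EC15 / Control set: EC15 oxytocin low, 75 nM oxytocin high / Schedule: 6 min compound pre-incubation at room temperature, 100 s kinetic read / Compound: single-point 3.0 µM / Replication: singlicate / Technique: Fluo-8 calcium dye fluorescence / Read-out basis: % activation of max/min ratio relative to oxytocin controls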
# CHRM1 PAM: human M1 muscarinic receptor positive allosteric modulators, primary screen, CHO-K1 cells, Fluo-8 calcium fluorescence, 1536-well | Muscarinic acetylcholine receptor M1 (Homo sapiens), P11229 | activation, % at 3 µM | CHO-K1 hM1, ACh EC20; 0% = ACh EC20, 100% = maximal ACh | 360,000 tested, 0.088% active; in the data active = activation above about 19%, passing the limit was not always enough
# TAAR1 antag: human TAAR1 antagonists, primary screen, Fluo-8 calcium fluorescence, CHO RD-HGA16 cells; inhibition, % at 3 µM; antagonist; 360,000 tested, 1.5% active;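 active = inhibition above a per-plate cutoff, the mean inhibition of test compounds on that plate plus 3 SD, cut at about 49% in these data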;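 note: 0% = DMSO plus EC80 beta-PEA response and 100% = DMSO alone without agonist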
#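 Test system: hTAAR1-expressing CHO RD-HGA16 cells, Gα16-coupled; Probe or stimulus: EC80 β-phenethylamine stimulus; Compound dosing: single nominal final test compound concentration of 3 µM; Timing: 140 s kinetic read after compound, 140 s after agonist; Signal: Fluo-8 calcium-sensitive fluorescence; Measure: % inhibition of agonist calcium response; Controls: DMSO and EC80 PEA controls.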
# V1aR counter: agonists of human V1a receptor, primary screen, counter-screen for OXTR agonist project, fluorescence, CHO-V1R cells; Vasopressin V1a receptor (Homo sapiens), P37288; Fluo-8 calcium fluorescence, agonist mode; 0% DMSO, 100% 3 nM vasopressin; activation, % at 3 µM; 320,000 tested, 0.25% active;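 active = activation above the mean activation of all tested compounds plus 3 SD, per screening run, cut at about 20% in these data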;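 note: signal is peak over basal fluorescence ratio across a 100 second FLIPR read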
# Target sequence (P37288 whole entry, looked up): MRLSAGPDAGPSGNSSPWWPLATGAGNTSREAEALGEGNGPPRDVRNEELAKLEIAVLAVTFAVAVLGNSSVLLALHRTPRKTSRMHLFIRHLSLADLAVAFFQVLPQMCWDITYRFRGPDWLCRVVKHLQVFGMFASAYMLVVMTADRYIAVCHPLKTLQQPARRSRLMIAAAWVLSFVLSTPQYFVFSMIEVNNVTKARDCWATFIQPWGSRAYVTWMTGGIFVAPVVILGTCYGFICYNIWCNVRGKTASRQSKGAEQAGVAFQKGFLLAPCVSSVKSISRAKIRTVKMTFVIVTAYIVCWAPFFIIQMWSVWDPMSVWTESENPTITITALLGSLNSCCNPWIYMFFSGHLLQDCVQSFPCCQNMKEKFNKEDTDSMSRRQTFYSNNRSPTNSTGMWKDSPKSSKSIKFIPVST
# Starred values were filed as active, the others as inactive; nt = not tested or not shown. This is a subset. The share of hits here may be higher or lower than overall.
SMILES,CHRM1 agonist,CHRM1 antagonist,TAAR1 agonist,CHO parental Ca,OXTR agonist,OXTR potentiate,CHRM1 PAM,TAAR1 antag,V1aR counter
CCN1C[C@@]2(COC)C3[C@@H](OC)[C@H]4[C@@H]1[C@@]3(C1C[C@H]3[C@H](OC(=O)c5ccccc5)C1[C@]4(OC(C)=O)C[C@H]3OC)[C@@H](OC)C[C@H]2O (stereo not given in full),-9,-8,nt,-12,0.4,2,11,nt,0.8
COc1ccc(NC(=S)NC(NC(=O)CF)C(Cl)(Cl)Cl)c([N+](=O)[O-])c1 (stereo not given),-2,-6,0,-13,0.7,-7,12,-1,1.5
CN(C)C(=O)Oc1c(Cl)cc(Cl)c2ccccc12,-5,-10,-2,-35,-1.9,-10,1,-25,-1.6
O=[N+]([O-])c1ccc(N2CCCC2)c2ccncc12,-11,1,4,-3,6.8,-9,2,4,3.7
Cc1cc(N(CCCl)CCCl)ccc1/C=N/NC(=O)c1ccco1,-2,-11,13,-15,-0.6,-21,9,13,1.2
CCCCN1C(=O)/C(=C/c2ccc(N3CCCCCC3)cc2)C(=O)NC1=S,nt,nt,nt,-5,-2.1,-5,nt,nt,0.5
CCOC(=O)C1C(=O)NC2(C)CC1c1cc(OC)ccc1O2 (stereo not given),-2,-6,4,-4,0.2,-2,6,-15,1.0
CN1CCC(c2c[nH]c3ccccc23)C1 (stereo not given),-9,19,28,3,0.6,-7,-10,2,0.5
COc1cccc(C2(O)CCN(Cc3ccncc3)CC2)c1,-6,-5,4,0,-0.2,-15,8,8,0.6
O=C(CCN1CCOCC1)NCC(=O)Nc1ccc(Br)cc1C(=O)c1ccccc1,-3,-21,12,-7,-2.2,-7,10,-8,-1.4
O=C(c1csc2c1CCCCC2)N1CCC2(CC1)OCCO2,-5,-17,4,-5,-0.4,-2,10,-6,0.1
O=C(NCc1ccc(C(=O)N2CCC3(CC2)OCCO3)cc1)c1cccc(Br)c1,0,-11,11,-12,1.7,-1,7,6,1.2
COc1cccc(CNCCc2cccc(F)c2)c1OC,-6,-11,66*,-15,1.6,-15,7,-10,-1.3
CCN1C[C@]2(COC)CC[C@H](O)[C@@]34C5C[C@H]6[C@H](O)C5[C@](O)(C[C@H]6OC)[C@@H]([C@H](OC)C23)[C@@H]14 (stereo not given in full),-6,-11,nt,-1,-0.1,0,7,nt,0.8
COC(=O)NC(=S)Nc1ccccc1NC(=S)NC(=O)OC,-2,-30,1,nt,nt,nt,11,-7,nt
O=C(c1ccc(Br)cc1)C12CN3CN(CN(C3)C1)C2,-5,16,8,5,-0.3,-16,-6,5,1.7
Cc1cccc(N/N=C/c2c(O)[nH]c(=S)[nH]c2=O)c1,-1,-7,12,-5,-0.2,-7,12,-7,-0.5
Clc1ccc2c(c1)C(c1ccccc1Cl)=NCc1nncn1-2,1,7,6,-8,-0.3,-4,4,-21,-0.6
CCOP(=O)(OCC)Oc1cc(C)c(N(C)C)c(C)c1,-7,5,-1,nt,nt,nt,-2,-8,nt
Cc1[nH]c2ccc(OC(F)(F)F)cc2c1CCNCc1ccc(Cl)cc1,-2,2,38*,nt,nt,nt,10,35,nt
COc1cc2c(cc1OC)-c1c3c(cc4c1[C@@H](C2)N(C)CC4)OCO3,-2,13,15,-12,-0.6,-4,-3,0,0.2
COc1ccc2c(c1)c(CCN)c(C)n2Cc1ccccc1,-4,-9,17,-9,7.3,-5,5,-13,3.0
COc1ccc(C[C@@H]2c3cc(O)c(OC)cc3CCN2C)cc1O,-2,6,2,-7,0.8,-3,4,-1,-0.4
COC(=O)C1=C(c2cccc(OC)c2OC)C[C@@H]2CC[C@H]1N2C(=O)NCCO,4,1,11,-8,0.7,-9,17,-5,1.0
CN(C)CCN=Cc1c(O)n(Cc2ccco2)c(=O)[nH]c1=O,-4,-8,2,1,0.4,-11,5,-16,0.1

# Reprinted from the part before: 3 entries; new compounds follow.
SMILES,CHRM1 agonist,CHRM1 antagonist,TAAR1 agonist,CHO parental Ca,OXTR agonist,OXTR potentiate,CHRM1 PAM,TAAR1 antag,V1aR counter
COc1ccc(C[C@@H]2c3cc(O)c(OC)cc3CCN2C)cc1O,-2,6,2,-7,0.8,-3,4,-1,-0.4
COC(=O)C1=C(c2cccc(OC)c2OC)C[C@@H]2CC[C@H]1N2C(=O)NCCO,4,1,11,-8,0.7,-9,17,-5,1.0
CN(C)CCN=Cc1c(O)n(Cc2ccco2)c(=O)[nH]c1=O,-4,-8,2,1,0.4,-11,5,-16,0.1
O=C(Cn1c2c(c(-c3ccccc3Cl)cc1=O)CCC2)N1CCC2(CC1)OCCO2,-2,0,2,4,-0.8,1,3,5,0.2
Cc1ccc(Cl)cc1-n1c(O)c(C=NCCCN2CCOCC2)c(=O)[nH]c1=O,-2,-23,6,-15,0.1,-7,2,1,0.0
Cc1ccc(N2C(=O)NC(=O)/C(=C/c3ccc(OC(=O)c4cccs4)cc3)C2=O)cc1,-6,-5,21,7,-1.1,3,8,2,-0.1
FC(F)(F)c1ccccc1CN1CCN(Cc2ccccc2)CC1,-9,5,22,-24,-2.1,-8,-11,-10,-1.2
COC(=O)C1=C(c2ccc(C(C)=O)cc2)C[C@@H]2CC[C@H]1N2C(=O)NC1CC1,-5,-11,11,-5,1.9,0,7,-5,0.8
CCN(CC)c1ccc(CN(C)CCc2ccc(OC)c(OC)c2)cc1,-7,5,11,-15,1.3,-1,-12,9,0.3
N#Cc1cc2c(nc1SCC(=O)Nc1cc(Cl)cc(Cl)c1)C1CCN2CC1,-4,-7,12,-6,0.2,-3,3,-2,0.5
COc1cc(N2CCOCC2)ccc1/C=C1\C(=O)NC(=O)N(C2CCCCC2)C1=O,-3,-6,13,-4,0.4,-4,7,-8,0.7
Cc1c(C(=O)N2CCC3(CC2)OCCO3)oc2ccc(S(=O)(=O)N3CCOCC3)cc12,-2,4,2,-9,1.1,-1,-1,-3,0.5
COc1cc(C(=O)N2Cc3ccccc3-n3nncc3C2)cc(OC)c1OC,0,9,0,nt,nt,nt,-4,-6,nt
CC(=O)N1CC(=O)Nc2ccc(F)cc2C1c1ccccc1 (stereo not given),-5,-14,7,-12,0.6,-13,12,-5,0.9
ClCCN1CCSCC1,0,-1,3,nt,nt,nt,0,-1,nt
Cc1cccc(N2C(=O)NC(=O)/C(=C\c3cccn3-c3ccc(Cl)cc3)C2=O)c1,0,-1,56*,-8,-0.3,-4,7,37,0.5
CC(C)OC(=O)Nc1ccc(N=C(N)N[N+](=O)[O-])cc1,-7,-7,8,15,0.1,-3,6,-5,0.1
CCN(CC)CCCN=Cc1c(O)n(CCc2ccc(F)cc2)c(=O)[nH]c1=O,-5,-7,6,-12,0.2,-13,7,-19,-0.1
O=[N+]([O-])c1cccc(C2N3CCCN23)c1 (stereo not given),-7,-6,5,-6,-0.4,-10,12,5,-0.1
COc1ccc2[nH]c(C)c(CCNCc3cc(OC)c(OC)c(OC)c3)c2c1,-6,-12,2,3,1.4,-21,5,9,-0.1
CCCCn1c(=O)c(C(=O)NCc2ccccc2)c(O)c2ccccc21,2,-15,0,-34,0.8,-4,12,-17,2.1
CC(C)CC(=O)NC(Oc1ccc(Cl)cc1)C(Cl)(Cl)Cl (stereo not given),-5,12,15,-20,-1.7,-18,-10,21,-0.5
Nc1c2c(nc3ccccc13)CCN(Cc1ccccc1)C2,-5,0,1,0,2.9,-5,-7,-15,0.9
COC(=O)C1=C(c2ccc(F)cc2F)C[C@@H]2CC[C@H]1N2C(=O)NC1CCCCC1,-12,-2,nt,-20,-2.2,4,4,nt,-1.2
Cc1cccnc1-n1c(-c2ccco2)nc2ccccc2c1=O,-3,-19,12,-7,0.0,-4,-3,-13,-0.1
Cc1nn(Cc2ccccc2)c(Cl)c1C(=O)OCC(=O)N1CCCC1,-4,-11,2,-10,1.0,-16,8,-5,-0.4
COc1ccccc1CCNC1CCCCCC1,-8,-2,6,-15,-0.1,-3,1,5,1.3
CCCCCCC(Cl)(Cn1ccnc1)c1ccccc1 (stereo not given),-6,33*,11,-25,-2.3,-9,-24,40,-2.5

# Next compounds follow:
SMILES,CHRM1 agonist,CHRM1 antagonist,TAAR1 agonist,CHO parental Ca,OXTR agonist,OXTR potentiate,CHRM1 PAM,TAAR1 antag,V1aR counter
COc1ccc(NC2=NC(C)(C)CS2)cc1,-8,33,1,-7,0.6,0,-14,9,0.7
[O-][n+]1onc2c1CCC1N(O)CCC21O (stereo not given),-4,-9,9,-7,0.7,-1,3,0,0.8
O=C1NC(=O)C(CCc2ccncc2)(Cc2ccc(OCc3ccccc3)cc2)C(=O)N1,0,-27,1,-4,0.9,2,21,-28,1.1
Cc1ccc(N2C(=O)CC(=O)NC2=O)c(C)c1,-2,-2,0,-8,0.0,-7,5,6,0.5
CCOC(=O)C1(c2ccccc2)CCN(CC(=O)Nc2cccc3ccccc23)CC1,-3,8,3,-30,-2.3,-4,-6,28,-1.1
N=Cc1c(O)n(-c2cccc(Cl)c2)c(=O)[nH]c1=O,-4,-7,3,-2,0.9,0,8,1,0.0

# 2 records drawn at random from the list so far:
SMILES,CHRM1 agonist,CHRM1 antagonist,TAAR1 agonist,CHO parental Ca,OXTR agonist,OXTR potentiate,CHRM1 PAM,TAAR1 antag,V1aR counter
[O-][n+]1onc2c1CCC1N(O)CCC21O (stereo not given),-4,-9,9,-7,0.7,-1,3,0,0.8
Cc1ccc(N2C(=O)CC(=O)NC2=O)c(C)c1,-2,-2,0,-8,0.0,-7,5,6,0.5

# Screens (PubChem BioAssay)
